Assay outcomes as filed in PubChem.
TPT1 inhibitor: Candida albicans TPT1 enzyme inhibitors, primary screen, biochemical, fluorescence polarization; tRNA 2'-phosphotransferase TPT1 (Candida albicans SC5314); recombinant caTPT1, FP RNA substrate dephosphorylation; inhibition, % at 5 µM; hit rate 0.81% among 300,000;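 active = inhibition above the mean of all tested compounds plus 3 SD, set per screening campaign, cut at about 24% in these data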;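 also: plate controls were DMSO alone for no effect and ferristatin control at 100 nM for full effect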
PP5 primary: PP5 phosphatase inhibitors, primary screen, biochemical, fluorescence | purified PP5c, OMFP substrate fluorescence | hit rate 0.18% among 320,000 | inhibition, % at 6.7 µM;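 active = inhibition above the campaign's mean inhibition across all tested compounds plus 3 SD, cut at about 9.5% in these data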;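 also: 0% = DMSO only and 100% = 100 µM cantharidin control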
JMJD2C inh: inhibitors of GASC-1 histone demethylase, primary screen, biochemical, fluorescence, DELFIA europium. hit rate 0.069% among 330,000. GST-JMJD2C(1-420) H3K9me3 demethylation. AID 2099, 2009. Lysine-specific demethylase 4C (Homo sapiens), Q9H3R0. inhibition, % at 2.35 µM;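 active = more than half of a compound's replicate wells show inhibition beyond 50%, single wells judged on their own value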;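 also: signal counts dimethyl H3K9 product captured on neutravidin plate; 0% = median of DMSO wells and 100% = 0.3 times that DMSO median; strong numbers were not always called active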
Target sequence (Q9H3R0 1-420 limits assumed): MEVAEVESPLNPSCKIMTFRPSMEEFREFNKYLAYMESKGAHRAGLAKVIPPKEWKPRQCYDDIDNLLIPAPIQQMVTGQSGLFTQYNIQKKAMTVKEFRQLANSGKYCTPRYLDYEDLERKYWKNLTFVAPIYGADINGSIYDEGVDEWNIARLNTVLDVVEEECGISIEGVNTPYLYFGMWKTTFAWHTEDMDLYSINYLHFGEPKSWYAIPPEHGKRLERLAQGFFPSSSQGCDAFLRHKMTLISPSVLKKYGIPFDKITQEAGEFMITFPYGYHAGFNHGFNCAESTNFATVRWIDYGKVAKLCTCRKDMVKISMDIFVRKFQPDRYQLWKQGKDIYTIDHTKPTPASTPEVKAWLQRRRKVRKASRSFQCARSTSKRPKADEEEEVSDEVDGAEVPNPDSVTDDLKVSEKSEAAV
procasp7 counter: procaspase-7 activators, primary screen, counter-screen for procaspase-3 activator project, biochemical, absorbance, HTS, human; activation, % at 8.5 µM; recombinant procaspase-7, Ac-DEVD-pNA absorbance 405 nm; D23A/D198A/D206A triple mutant, cannot self-cleave; scale: DMSO 0, 5 µM enzyme 100; AID 463210, 2010; Caspase-7 (Homo sapiens), P55210; hit rate 0.093% among 330,000;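 active = percent activation above the screen-wide mean plus 3 SD, cut at about 25% in these data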
Target sequence (P55210 whole entry D23A/D198A/D206A): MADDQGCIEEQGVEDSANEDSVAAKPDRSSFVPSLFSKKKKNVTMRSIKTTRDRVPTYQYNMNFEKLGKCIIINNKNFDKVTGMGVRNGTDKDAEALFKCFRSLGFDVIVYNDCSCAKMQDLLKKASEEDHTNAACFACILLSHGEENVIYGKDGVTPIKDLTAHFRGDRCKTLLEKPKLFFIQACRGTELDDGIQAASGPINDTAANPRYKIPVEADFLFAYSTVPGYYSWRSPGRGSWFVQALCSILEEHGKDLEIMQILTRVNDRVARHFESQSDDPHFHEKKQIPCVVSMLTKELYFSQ
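Material: Procaspase-7 triple mutant (PC-7 D3A) | Quantity: 2 µM procaspase-7 mutant as dispensed | Reagent: DEVD-pNA substrate | Times: 1 h preincubation, 2 h reaction | Technique: 405 nm absorbance of p-nitroaniline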
core dimer inh: inhibitors of HCV core protein dimerization, primary screen, biochemical, TR-FRET, high-throughput; TR-FRET GST/Flag-core106 dimerization, 1536-well; inhibition, % at 5 µM; hit rate 0.33% among 300,000; AID 1899, 2009;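 active = inhibition above the mean of all tested compounds plus 3 SD, set per screening campaign, cut at about 45% in these data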
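Assay system: GST-tagged and Flag-tagged HCV core protein residues 1-106 / Times: compound-protein-antibody incubation 4 h at 22.5 °C / Signal: time-resolved FRET, ex 340 nm, em 617 and 671 nm / Evaluation: % inhibition based on acceptor/donor emission ratio / Benchmarks: wells lacking GST-core106 and wells with excess unlabelled core106 / Repeats: singlicate, one well per compound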
Efflux pump inh: inhibitors of Candida efflux pumps in yeast, primary screen, S. cerevisiae, Nile Red, multiplex; S. cerevisiae Candida pump triplex; inhibition, % at 10 µM; hit rate 0.44% among 330,000;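 active = plate passing quality check with inhibition over a set limit, or well fluorescence over plate mean plus 4 SD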;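 also: Nile Red retained in pooled yeast measured as flow cytometry median fluorescence; 0% = buffer negative control and 100% = Enniatin B positive control; higher means more Nile Red kept so more efflux inhibition; some compounds called inactive have numbers as strong as hits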
PP1 inh: PP1-alpha phosphatase inhibitors, primary screen, counter-screen for PP5 inhibitor project, biochemical, fluorescence, OMFP substrate, single point; Serine/threonine-protein phosphatase PP1-alpha catalytic subunit (Homo sapiens), P62136; purified PP1alpha; inhibition, % at 6.7 µM; hit rate 0.9% among 320,000;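 active = inhibition above the mean inhibition of all tested compounds plus 3 SD, computed separately for each screening campaign, cut at about 15% in these data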
CTSL1 counter: Fasciola hepatica cathepsin L1 inhibitors, primary screen, counter-screen for PFM18AAP inhibitor project, biochemical, QFRET, fluorogenic peptide substrate | recombinant F. hepatica cathepsin L1, Z-Leu-Arg-MCA fluorescence | inhibition, % at 5.96 µM | hit rate 0.49% among 300,000 | AID 1906, 2009;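 active = inhibition above the mean of all tested compounds plus 3 SD, set per screening campaign, cut at about 17% in these data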;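 also: 0% = plate median of test compound wells and 100% = 1 µM Z-Phe-Ala-diazomethylketone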
procasp3 activ: activators of human procaspase-3 D3A mutant, primary screen, biochemical, absorbance, PC-3 D3A mutant, single concentration; Caspase-3 (Homo sapiens), P42574; AID 463141, 2010; hit rate 0.11% among 330,000; recombinant procaspase-3 D3A, Ac-DEVD-pNA absorbance 405 nm; activation, % at 8.5 µM;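 active = activation above the mean of all tested compounds plus 3 SD, cut at about 21% in these data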;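 also: 0% = DMSO alone and 100% = DMSO wells spiked with extra 5 µM PC-3 D3A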
Target sequence (P42574 whole entry D9A/D28A/D175A): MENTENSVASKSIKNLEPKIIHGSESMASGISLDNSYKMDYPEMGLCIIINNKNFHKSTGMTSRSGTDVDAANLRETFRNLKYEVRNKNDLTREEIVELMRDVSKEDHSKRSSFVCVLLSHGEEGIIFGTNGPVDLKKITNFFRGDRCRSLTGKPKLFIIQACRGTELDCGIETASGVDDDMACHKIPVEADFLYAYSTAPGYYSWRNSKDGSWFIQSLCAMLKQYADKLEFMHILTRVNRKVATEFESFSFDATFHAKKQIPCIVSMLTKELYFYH
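Assay system – Procaspase-3 D3A mutant, all three cleavage aspartates alanine · Controls – DMSO-only low control, 5 µM PC-3 D3A high control · Schedule – 1 h compound preincubation, 2 h substrate hydrolysis at 25 °C · Signal – 405 nm absorbance of p-nitroaniline, reads at 0 and 120 min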
Numbers without * were called inactive; · = not tested or not shown.

Values in the order: Efflux pump inh	TPT1 inhibitor	PP1 inh	CTSL1 counter	JMJD2C inh	procasp3 activ	PP5 primary	procasp7 counter	core dimer inh
CCCCOC(=O)c1ccc(NC(=O)c2ccc(F)cc2F)cc1
  -0.2	-1	-1	1	-7	-5	2.1	3	1
Cc1c(NC(=O)COC(=O)Cc2ccc(Cl)cc2)c(=O)n(-c2ccccc2)n1C
  0.0	-2	-2	-6	4	4	-1.7	-9	1
CC1(c2ccc(Cl)cc2)NC(=O)N(CC(=O)N2CCCC2)C1=O (stereo unspecified)
  -0.2	-2	-3	-6	3	15	1.5	-4	1
CSc1ccccc1OCc1cc(C(=O)NC(C)Cc2cccc(C)n2)no1 (stereo unspecified)
  0.1	-4	0	-4	5	0	3.7	12	1
CSc1ccc(C(=O)NCC(=O)O)cc1[N+](=O)[O-]
  -0.2	-6	4	1	1	5	3.2	0	-3
CCC(C)c1ccc(NC(=O)C/C(C)=N/NC(=O)c2cnccn2)cc1 (stereo unspecified)
  -0.1	-1	1	-2	4	-9	2.0	2	-3
COc1ccc(C)cc1S(=O)(=O)N(CC(=O)Nc1cccc([N+](=O)[O-])c1)c1ccc(C)c(C)c1
  -0.2	2	2	-3	0	3	3.6	-3	8
COc1ccc(NC(=O)CSc2nnc(-c3ccco3)c(-c3ccco3)n2)cc1OC
  -0.1	-1	6	4	-8	-7	3.6	-18	26
N#CC1(NC(=O)COC(=O)Cc2n[nH]c(=O)c3ccccc23)CCCCC1
  0.2	-1	-3	1	-2	-3	0.2	-1	2
O=C1CN(C(=O)/C=C/c2ccc(Cl)cc2)c2ccccc2N1
  -0.2	-1	-4	2	-7	2	1.4	1	2
O=C(COC(=O)c1cc(F)cc(F)c1)Nc1cccnc1Cl
  0.0	-1	-2	-2	-1	5	-1.0	15	-1
O=C1NC(c2ccc(-c3ccccc3[N+](=O)[O-])o2)C(C(=O)c2ccc(F)cc2)C(O)(C(F)(F)F)N1 (stereo unspecified)
  0.1	-1	3	8	0	-8	5.3	-4	1
Cc1ccc2c(c1)C1C[N+](C)(CC(=O)c3ccccc3)CCC1N2C(=O)c1ccccc1Cl (stereo unspecified)
  -0.1	·	·	·	4	3	·	8	·
O=C(c1cnn2c(C(F)(F)F)cc(-c3ccccc3)nc12)N1CCOCC1
  0.1	1	4	0	1	5	-0.3	-9	2
COc1ccc2nc(Nc3nc(-c4cc5ccccc5oc4=O)cs3)sc2c1
  -0.2	-1	-4	-1	-1	-6	4.6	-18	16
COc1ccc(CCC(=O)OCC(=O)NC(=O)c2ccc(Cl)cc2)cc1
  0.1	·	·	·	9	7	·	-2	·
Cc1ccc(S(=O)(=O)Nc2cc(C)cn(Cc3ccccc3)c2=O)cc1
  -0.1	12	-2	3	11	-1	1.0	-8	8
O=C(NCc1ccccc1)c1csc2c1CCCC2
  0.2	-2	0	4	1	-1	-0.5	3	0
Cc1cc(Nc2ccccc2)nn1C(=O)c1ccc([N+](=O)[O-])cc1
  0.0	-2	3	4	2	-9	5.3	6	1
Cc1cc(=O)[nH]c(SCC(=O)Nc2ccccc2C#N)c1C#N
  0.1	6	-1	-1	-6	4	-0.5	-3	2
O=C(O)CCNS(=O)(=O)c1cccc(Br)c1
  -0.1	-4	0	0	9	-1	1.3	-6	-5
COc1cc2c(cc1NC(=S)NC(=O)/C=C/c1ccco1)oc1ccccc12
  0.0	0	-2	1	-11	6	1.7	-3	30
COc1ccc(CCNS(=O)(=O)CC23CCC(CC2=O)C3(C)C)cc1OC (stereo unspecified)
  -0.1	-4	-1	2	3	-2	0.9	4	-7
CC(C)c1ccc(CN2CCN(S(=O)(=O)c3ccc(Cl)s3)CC2)cc1
  0.1	·	-1	·	·	-3	0.3	0	·
CCC(c1nnnn1Cc1ccc2c(c1)OCO2)N1CCN(c2ccccc2)CC1 (stereo unspecified)
  -0.2	-5	3	-2	3	-3	3.0	3	-3
COc1cc([N+](=O)[O-])ccc1NC(=O)Nn1cnnc1
  0.1	0	-5	1	-2	1	-0.7	-1	-2
Cc1ccc(C(=O)/C=C/N(C)C)cn1
  0.1	-2	0	10	-5	-6	-0.3	1	-4
CCn1c(SCC(=O)N2CCC(C)CC2)nc2c1c(=O)n(C)c(=O)n2C
  0.0	-3	-3	-4	-1	8	0.8	6	2
COc1cc2cnncc2cc1OC
  0.0	-1	-4	2	32	1	-1.3	2	5
Cc1c(Cl)cccc1NC(=O)C1COc2ccccc2O1 (stereo unspecified)
  -0.2	0	-3	0	8	-1	-0.2	-8	-1

Laid out differently: results already given
Cc1cc(Nc2ccccc2)nn1C(=O)c1ccc([N+](=O)[O-])cc1
  Efflux pump inh: 0.0; TPT1 inhibitor: -2; PP1 inh: 3; CTSL1 counter: 4; JMJD2C inh: 2; procasp3 activ: -9; PP5 primary: 5.3; procasp7 counter: 6; core dimer inh: 1

CC(C)c1ccc(CN2CCN(S(=O)(=O)c3ccc(Cl)s3)CC2)cc1
  Efflux pump inh: 0.1; TPT1 inhibitor: ·; PP1 inh: -1; CTSL1 counter: ·; JMJD2C inh: ·; procasp3 activ: -3; PP5 primary: 0.3; procasp7 counter: 0; core dimer inh: ·

COc1cc([N+](=O)[O-])ccc1NC(=O)Nn1cnnc1
  Efflux pump inh: 0.1; TPT1 inhibitor: 0; PP1 inh: -5; CTSL1 counter: 1; JMJD2C inh: -2; procasp3 activ: 1; PP5 primary: -0.7; procasp7 counter: -1; core dimer inh: -2

Continued.
Values in the order: Efflux pump inh	TPT1 inhibitor	PP1 inh	CTSL1 counter	JMJD2C inh	procasp3 activ	PP5 primary	procasp7 counter	core dimer inh
Cc1nc2c(C#N)c(C)[nH]n2c(=O)c1Cc1ccccc1
  0.1	0	-2	-2	·	16	0.2	1	4
Cc1ccc(OCC(=O)N(Cc2ccccc2)C(C)(C)C)c([N+](=O)[O-])n1
  0.1	7	9	0	·	1	0.5	10	-6
COc1cccc(NC(=O)[C@H](Cc2ccccc2)NC(=O)[C@@H]2Cc3ccccc3CN2)c1
  -0.1	-1	-1	3	-1	7	-1.1	9	0
CCC(=O)c1ccccc1OCCCCn1cncn1
  0.0	1	-1	3	17	8	-1.3	9	-3
CC1CCc2cc(F)ccc2N1S(=O)(=O)c1ccc(F)cc1 (stereo unspecified)
  -0.1	-2	1	1	6	-4	1.2	5	4
c1ccn2c(c1)nc1c2nc2ccccn21
  0.0	-2	-3	5	-4	3	1.1	1	-10
COc1ccc([C@@H]2[C@@H]3C(=O)N(C(C)(C)C)C(=O)[C@@H]3[C@]3(Cc4ccc(Cl)cc4)C(=O)N(c4cccc(Br)c4)C(=O)N23)cc1
  -0.1	-5	-4	-1	5	5	2.3	-5	26
COc1ccc(-c2cc3cccc(OC)c3oc2=O)cc1
  0.0	2	4	0	5	1	2.9	-7	6
NS(=O)(=O)c1ccc(CCNc2ccnc3cc(Cl)ccc23)cc1
  0.2	0	-1	-1	8	5	0.5	0	-11
O=C(CSc1nc2ccccc2c(=O)n1Cc1ccc(Cl)cc1)NCc1cccs1
  0.1	0	4	-1	22	4	1.8	13	7
CCOc1ccc(C(=O)Nc2c3c(nn2C(C)(C)C)CSC3)cc1OCC
  0.1	2	1	2	-5	5	0.6	-2	10
COc1ccc(/C=C2\C(=O)NCC(=O)N2C)cc1
  -0.1	0	-1	-1	-11	-2	0.2	-10	-64
CC(=O)Nc1ccc(S(=O)(=O)Nc2nnc(Cc3ccc(Cl)cc3)s2)cc1
  0.0	-2	5	-2	6	11	-0.7	-29	-3
O=C(Nc1ccc(Cl)c(Cl)c1)NC1CCS(=O)(=O)C1 (stereo unspecified)
  -0.1	2	0	2	-1	6	3.9	12	-1
COc1ccc(C(=O)OCCc2cc3ccccc3c(=O)o2)cc1
  -0.1	·	3	·	4	-3	-0.6	3	·

Single entries from the results shown:
In PP1 inh, `COc1ccc(-c2cc3cccc(OC)c3oc2=O)cc1` has 4
In procasp7 counter, `Cc1nc2c(C#N)c(C)[nH]n2c(=O)c1Cc1ccccc1` has 1

More records.
Values in the order: Efflux pump inh	TPT1 inhibitor	PP1 inh	CTSL1 counter	JMJD2C inh	procasp3 activ	PP5 primary	procasp7 counter	core dimer inh
Cc1ccc(S(=O)(=O)N2CC(C(=O)O)=CC[C@H]2c2ccc(Cl)cc2)cc1
  -0.1	3	3	-1	-15	2	-5.0	4	-3
CN(Cc1ccc(C(C)(C)C)cc1)C(=O)C1CSC2(C)CCC(=O)N12 (stereo unspecified)
  0.2	·	3	·	-16	7	1.9	-8	·
COc1ccc(CNC(=O)C(c2ccco2)N(C(=O)Cc2cccs2)c2cccnc2)cc1 (stereo unspecified)
  -0.1	1	2	0	-5	-6	0.0	12	1
COC(=O)c1cccc(NC(=O)CC2C(=O)NCCN2C(=O)Nc2ccccc2)c1 (stereo unspecified)
  -0.1	1	2	0	-4	-3	5.4	1	6
CN(CC(=O)Nc1ccc(F)c(F)c1F)C(=O)/C=C/c1ccco1
  0.2	·	·	·	8	5	·	1	·
CCN(C(=O)Cn1c(=O)n(-c2cc(OC)c(OC)c(OC)c2)c(=O)c2ccccc21)c1cccc(C)c1
  0.1	0	0	0	0	3	-0.9	-1	0
CCOc1ccccc1NC1=NCC(=O)N1Cc1ccc(F)cc1
  0.0	-3	-3	-4	-1	-7	0.5	-2	-4

Single records (already shown). Order of values: Efflux pump inh, TPT1 inhibitor, PP1 inh, CTSL1 counter, JMJD2C inh, procasp3 activ, PP5 primary, procasp7 counter, core dimer inh
CCN(C(=O)Cn1c(=O)n(-c2cc(OC)c(OC)c(OC)c2)c(=O)c2ccccc21)c1cccc(C)c1 in the list: 0.1, 0, 0, 0, 0, 3, -0.9, -1, 0
COC(=O)c1cccc(NC(=O)CC2C(=O)NCCN2C(=O)Nc2ccccc2)c1 (stereo unspecified) in the list: -0.1, 1, 2, 0, -4, -3, 5.4, 1, 6
